Pol beta inh – DNA polymerase beta (human) inhibition | Potency, µM (doses to about 114 µM), for the others: at the top dose activity change, negative = inhibition, usual class: inhibitors | Pol beta primer extension/strand displacement, fluorescence kinetic | 340,000 tested, 1.3% active | P06746; further: potency means the concentration at half of the fitted maximal effect; on the % scale 0 is the no-effect control and ±100 the full control effect
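Reaction started by 50 nM substrate onto compound-treated Pol beta (10 nM, 15 min preincubation, room temperature); plates read at 0 min and 10 min. Normalized concentration-effect data fitted by four-parameter Hill equation.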
LDHA inh – inhibitors of human lactate dehydrogenase A. P00338. purified LDHA, NADH/diaphorase-resazurin fluorescence; stronger effect = lower value. 480,000 tested, 0.15% active. activity change, % (values are at about 110 or 230 µM); in the data active means activity change below about -30%; inconclusive means mostly about -25% to -30%;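 further: plate controls were DMSO wells for no effect and wells without enzyme for full effect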
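Resorufin fluorescence (ex540/em590), read at 0 and 20 min after diaphorase/resazurin addition, reports the NADH left after a 5 min room-temperature reaction of 2 nM human LDH5 with 0.06 mM NADH and 0.2 mM pyruvate.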
Anesthetic bind – candidate novel general anesthetic via apoferritin binding. AID 485281. Potency, µM (doses to about 77.5 µM), without a hit: top-dose activity change, negative = displacement, hits mostly inhibitors. apoferritin/1-aminoanthracene competitive binding, fluorescence. 350,000 tested, 0.074% active; further: potency means the concentration at half of the fitted maximal effect; on the % scale 0 is the no-effect control and ±100 the full control effect; nearly all actives have a fitted effect of over 20% in size
Target sequence (P02791 2-175 limits assumed): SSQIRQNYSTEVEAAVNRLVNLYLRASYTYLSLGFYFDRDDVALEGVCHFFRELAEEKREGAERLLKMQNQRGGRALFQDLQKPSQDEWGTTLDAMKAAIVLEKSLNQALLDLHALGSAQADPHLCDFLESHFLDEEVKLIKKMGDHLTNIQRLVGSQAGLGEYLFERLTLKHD
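Read-out: endpoint 1-AMA fluorescence, excitation 380 nm and emission 535 nm, after compounds sit 10 min at room temperature with 10 uM horse-spleen apoferritin in 50% saturated 1-AMA/PBS. Values come from four-parameter Hill fits.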
Pol eta inh – blocks human DNA polymerase eta activity | recombinant Pol eta, fluorescent DNA replication assay | Potency, µM (highest dose often 114 µM), without a hit: top-dose activity change, negative = inhibition, most hits filed as inhibitors | 390,000 tested, 1.2% active | AID 588591; further: potency means the concentration at half of the fitted maximal effect; on the % scale 0 is the no-effect control and ±100 the full control effect
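Fluorescent replication assay: 50 nM final substrate added after a 15 min room-temperature compound preincubation with 10 nM enzyme. Signal taken at 0 min and again at 10 min.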
GRP78 ERSR act – induces the endoplasmic reticulum stress response in human glioma cells; U87-MG GRP78 promoter luciferase reporter, 16 h; Potency, µM, for inactives: at the highest dose activation, hits mostly activators; 420,000 tested, 0.02% active; further: potency means the concentration at half of the fitted maximal effect; series mostly up to about 76 µM; % of control where 0% means no effect; nearly all actives have a fitted effect of over 35% in size
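ERSR induction read as luciferase luminescence (Bright-Glo, 10 min at room temperature) in stably transfected human U87-MG glioma cells exposed to compounds for 16 h, using GRP78 as sensor.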
APEX1 inh – blocks human APE1 abasic DNA cleavage; recombinant APE1, TAMRA/BHQ-2 abasic DNA cleavage fluorescence; 350,000 tested, 0.35% active; Potency, µM (doses to about 65.8 µM), without a hit: top-dose activity change, negative = inhibition, most hits filed as inhibitors; P27695; AID 2517;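 further: potency means the concentration at half of the fitted maximal effect; plate controls were vehicle for no effect and reference inhibitor for full effect; nearly all actives have a fitted effect of over 55% in size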
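Enzyme (0.75 nM final) and test compound are incubated 15 min at room temperature before adding 50 nM quenched THF abasic-site duplex. Cleavage dequenches TAMRA, followed at 525/598 nm over three reads one minute apart.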
BLM helicase inh – inhibitors of human Bloom syndrome helicase BLM; P54132; recombinant BLM DNA unwinding, fluorescence dequenching; Potency, µM (highest dose often 56.1 µM), without a hit: at the top dose activity change, negative = inhibition, most hits filed as inhibitors; 350,000 tested, 0.2% active; AID 2528;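 further: potency means the concentration at half of the fitted maximal effect; plate controls were vehicle for no effect and no enzyme for full effect; nearly all actives have a fitted effect of over 35% in size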
Pol kappa inh – blocks human DNA polymerase kappa activity. Q9UBT6. Potency, µM (highest dose often 107 µM), inactives show at the top dose activity, negative = inhibition, actives largely listed as inhibitors. 400,000 tested, 0.53% active. AID 588579. purified Pol kappa, fluorescent DNA synthesis assay, 10 min; further: potency means the concentration at half of the fitted maximal effect; on the % scale 0 is the no-effect control and ±100 the full control effect
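Here, compound and 10 nM enzyme are combined for 15 min at room temperature; adding 50 nM substrate (final) starts DNA synthesis, tracked by fluorescence at 0 and 10 min against buffer-only wells.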
POLI inh – inhibitors of human DNA polymerase iota. Q9UNA4. Pol iota fluorescent replication assay, 10 min. Potency, µM (doses to about 115 µM), without a hit: at the highest dose activity, negative = inhibition, usual class: inhibitors. 390,000 tested, 1% active; further: potency means the concentration at half of the fitted maximal effect
Target sequence (Q9UNA4 whole entry, looked up): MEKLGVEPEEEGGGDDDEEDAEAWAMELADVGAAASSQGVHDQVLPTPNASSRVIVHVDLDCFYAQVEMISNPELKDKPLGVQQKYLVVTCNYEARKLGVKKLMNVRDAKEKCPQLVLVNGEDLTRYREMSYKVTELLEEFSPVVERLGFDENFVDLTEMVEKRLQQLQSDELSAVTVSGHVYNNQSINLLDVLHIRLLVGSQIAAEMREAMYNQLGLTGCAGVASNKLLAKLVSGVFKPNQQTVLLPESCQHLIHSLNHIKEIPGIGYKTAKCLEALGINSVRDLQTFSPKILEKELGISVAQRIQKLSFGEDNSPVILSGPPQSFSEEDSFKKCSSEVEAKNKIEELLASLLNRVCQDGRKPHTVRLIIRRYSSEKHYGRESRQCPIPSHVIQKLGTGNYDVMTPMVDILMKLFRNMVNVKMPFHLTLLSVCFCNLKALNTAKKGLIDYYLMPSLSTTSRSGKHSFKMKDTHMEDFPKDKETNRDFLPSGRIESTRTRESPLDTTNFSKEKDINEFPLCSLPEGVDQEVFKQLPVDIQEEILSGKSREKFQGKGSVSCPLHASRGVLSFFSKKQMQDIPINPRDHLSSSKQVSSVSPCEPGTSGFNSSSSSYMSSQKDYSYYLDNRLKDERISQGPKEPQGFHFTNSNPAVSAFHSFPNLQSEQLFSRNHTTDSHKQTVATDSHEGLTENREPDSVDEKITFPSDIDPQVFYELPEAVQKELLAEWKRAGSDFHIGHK
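Pol iota at 10 nM preincubated 15 min with compounds at room temperature; reaction started with fluorescent substrate, 50 nM final. Fluorescence read kinetically at 0 and 10 min; buffer-only wells as negative control.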
Numbers without * were called inactive; & = joins results of further samples; [ ] = dose if it differs, or a comment. Unless noted, the call rests on the fitted dose curve; in most records, active means well fitted curve in the direction sought with a large enough effect; inconclusive means small, poorly fitted or top-dose-only effect, or another doubt; inactive means no such curve, though single readings can be large; an effect the other way counts as inactive or inconclusive.

Cc1cccc(-n2c(O)c(C=NC3CCS(=O)(=O)C3)c3ccccc3c2=O)c1 (configuration not stated) was read as Pol beta inh 1%, LDHA inh -2, Anesthetic bind inconclusive, Pol eta inh -15%, GRP78 ERSR act 2%, APEX1 inh -4%, BLM helicase inh 1%, Pol kappa inh -3% and POLI inh -9%.
For O=[N+]([O-])c1ccc(Nc2ccccc2O)c2nonc12 the results were Pol beta inh inconclusive, LDHA inh 3, Anesthetic bind 18µM*, Pol eta inh -22%, GRP78 ERSR act -2%, APEX1 inh 43%, BLM helicase inh -8%, Pol kappa inh -8% and POLI inh 7%.
For CCOC(=O)N1CCC(n2c(SCC(=O)NCCC3=CCCCC3)nc3ccccc3c2=O)CC1 the results were Pol beta inh 1%, LDHA inh -2, Anesthetic bind inconclusive, Pol eta inh -9%, GRP78 ERSR act 0%, APEX1 inh -2%, BLM helicase inh -8%, Pol kappa inh 0% and POLI inh 1%.
Screening COc1ccc(Br)cc1CNC(=O)CN1C(=O)C(c2ccccc2)Oc2cccnc21 (configuration not stated) returned Pol beta inh inconclusive, LDHA inh -2, Anesthetic bind -12%, Pol eta inh -14%, GRP78 ERSR act -5%, APEX1 inh 26%, BLM helicase inh -10%, Pol kappa inh -15% and POLI inh inconclusive.
`CCN1CC(C)(C)N(C(=O)c2ccccc2)CC1(C)C` gave LDHA inh -2, Pol eta inh -12%, GRP78 ERSR act -5%, Pol kappa inh -4% and POLI inh 23%.
For COc1ccc(CC(=O)Nc2c(C(=O)N3CCN(c4ncccn4)CC3)oc3ccccc23)cc1OC the results were Pol beta inh 14%, LDHA inh -3, Anesthetic bind -6%, Pol eta inh -14%, GRP78 ERSR act -1%, APEX1 inh 20%, BLM helicase inh -3%, Pol kappa inh -15% and POLI inh 39%[activator].
For CCN(C(=O)COC(=O)/C=C/c1c(C)nn(-c2ccccc2)c1C)c1c(N)n(Cc2ccccc2)c(=O)[nH]c1=O the results were LDHA inh -3, Pol eta inh -13%, GRP78 ERSR act -2%, Pol kappa inh -17% and POLI inh 0%.
CCCN(CCO)C1CCN(CCc2ccccc2)CC1 was read as Pol beta inh -3%, LDHA inh 2, Anesthetic bind -6%, Pol eta inh -7%, GRP78 ERSR act -2%, APEX1 inh 24%, BLM helicase inh 1%, Pol kappa inh 12% and POLI inh -24%.
`COc1ccc(-c2csc(N(CCCN(C)C)C(=O)c3ccc(F)cc3)n2)cc1` gave Pol beta inh 24%, LDHA inh -1, Anesthetic bind -12%, Pol eta inh -20%, GRP78 ERSR act 2%, APEX1 inh -10%, BLM helicase inh -3%, Pol kappa inh -6% and POLI inh 83%[activator].
Screening CCC(Sc1ccc2nnc(CCNS(=O)(=O)c3ccc(OC)cc3)n2n1)C(=O)OC (configuration not stated) returned Pol beta inh -21%&-6%, LDHA inh -1&5, Anesthetic bind -6%&-2%, Pol eta inh -19%&-6%, GRP78 ERSR act -3%&-1%, APEX1 inh -5%, BLM helicase inh -6%&1%, Pol kappa inh -14%&-7% and POLI inh 11%&10%.
For CCOC(=O)c1c(-c2cccs2)csc1NC(=O)c1ccncc1 the results were Pol beta inh 37%, LDHA inh -1, Anesthetic bind -9%, Pol eta inh 4%, GRP78 ERSR act -5%, APEX1 inh 0%, BLM helicase inh -1%, Pol kappa inh -5% and POLI inh 21%.
Screening Cc1cccc(C(=O)OCc2cncs2)c1 returned Pol beta inh 30%, LDHA inh -2, Anesthetic bind -10%, Pol eta inh -19%, GRP78 ERSR act -1%, APEX1 inh 9%, BLM helicase inh -1%, Pol kappa inh 3% and POLI inh 20%.
`O=C(O)c1ccccc1C(=O)c1ccc(Cl)cc1` gave Pol beta inh 17%, LDHA inh -5, Anesthetic bind -1%, Pol eta inh -16%, GRP78 ERSR act -6%, APEX1 inh -1%, BLM helicase inh -1%, Pol kappa inh -4% and POLI inh 22%.
`COc1ccc(-c2onc(C)c2C)cc1S(=O)(=O)NC1CCCCC1` gave Pol beta inh 1%, LDHA inh -4, Anesthetic bind -15%, Pol eta inh -13%, GRP78 ERSR act -1%, BLM helicase inh -4%, Pol kappa inh -4% and POLI inh 30%[activator].
O=C(OCc1ccc(Br)cc1)c1cccc(S(=O)(=O)N2CCCC2)c1 was read as LDHA inh -7, Pol eta inh -6%, GRP78 ERSR act -5%, APEX1 inh -11%, Pol kappa inh -18% and POLI inh 15%.
Cc1c(Nc2nc3ccccc3nc2NS(=O)(=O)c2cccs2)c(=O)n(-c2ccccc2)n1C was read as Pol beta inh 2%, LDHA inh -12, Anesthetic bind -7%, Pol eta inh -11%, GRP78 ERSR act -2%, APEX1 inh 1%, BLM helicase inh 0%, Pol kappa inh -21% and POLI inh 2%.
`O=C(/C=C/Nc1ccc(Oc2ccccc2)cc1)c1ccco1` gave Pol beta inh 6%, LDHA inh 1, Anesthetic bind -22%, Pol eta inh -22%, GRP78 ERSR act -1%, APEX1 inh -3%, BLM helicase inh -9%, Pol kappa inh -8% and POLI inh 36%[activator].
For CCCN(CCC(=O)Nc1cc(OC)cc(OC)c1)CC1CC1 the results were Pol beta inh 22%, LDHA inh 21, Anesthetic bind -11%, Pol eta inh -14%, GRP78 ERSR act 0%, APEX1 inh 0%, BLM helicase inh -2%, Pol kappa inh -5% and POLI inh 21%.
NC(N)=NCCCC(NC(=O)c1ccccc1)C(=O)Nc1ccc([N+](=O)[O-])cc1 (configuration not stated) was read as LDHA inh -7, Pol eta inh -21%, GRP78 ERSR act -4%, APEX1 inh 11%, Pol kappa inh -11% and POLI inh 3%.
Screening CS(=O)(=O)Nc1ccc(C2=NN(S(=O)(=O)c3ccc(F)cc3)C(c3ccco3)C2)cc1 (configuration not stated) returned Pol beta inh -25%, LDHA inh -8, Anesthetic bind -9%, Pol eta inh -19%, GRP78 ERSR act -2%, APEX1 inh -3%, BLM helicase inh -9%, Pol kappa inh -7% and POLI inh 32%[activator].
`COc1cc(CNc2nc(C)c([N+](=O)[O-])c(C)c2C#N)cc(OC)c1OC` gave Pol beta inh 9%, LDHA inh 6, Anesthetic bind inconclusive, Pol eta inh -16%, GRP78 ERSR act -1%, APEX1 inh -4%, BLM helicase inh -2%, Pol kappa inh -26% and POLI inh 8%.
Screening CSc1nccc(-c2cc(Cl)sc2Cl)n1 returned Pol beta inh 1%, LDHA inh -5, Anesthetic bind inconclusive, Pol eta inh -20%, GRP78 ERSR act -1%, APEX1 inh 0%, BLM helicase inh -2%, Pol kappa inh -6% and POLI inh -5%.
CC(=O)c1sc(NC(=O)C(C)(C)C)nc1C was read as Pol beta inh 7%, LDHA inh -1, Anesthetic bind -9%, Pol eta inh -8%, GRP78 ERSR act 2%, APEX1 inh 0%, BLM helicase inh 5%, Pol kappa inh -3% and POLI inh 2%.
Screening CC1Cc2ccccc2N1S(=O)(=O)c1cccc(C(=O)OCC(=O)N2CCOCC2)c1 (configuration not stated) returned LDHA inh -1, Pol eta inh -12%, GRP78 ERSR act 0%, APEX1 inh 7%, Pol kappa inh -14% and POLI inh 0%.
COc1ccc(CNC(=O)CNC(=O)c2sc3ccccc3c2Cl)cc1OC was read as LDHA inh -4, Pol eta inh -4%, GRP78 ERSR act -6%, APEX1 inh -12%, Pol kappa inh -15% and POLI inh 26%.
Screening CC(Oc1ccc(Cl)cc1)C(=O)Nc1nccs1 (configuration not stated) returned Pol beta inh 32%, LDHA inh 8, Anesthetic bind -11%, Pol eta inh -12%, GRP78 ERSR act 0%, APEX1 inh 9%, BLM helicase inh -3%, Pol kappa inh -3% and POLI inh 25%.
`Cc1ccc(C)c(NC(=O)Cc2coc3cc(C)cc(C)c23)c1` gave Pol beta inh 22%, LDHA inh -5, Anesthetic bind 2%, Pol eta inh -3%, GRP78 ERSR act -5%, BLM helicase inh -6%, Pol kappa inh -2% and POLI inh 3%.
Cc1ccccc1Nc1nnc(SCC(=O)Nc2ncc(C(F)(F)F)cc2Cl)s1 was read as Pol beta inh -17%, LDHA inh 1, Anesthetic bind inconclusive, Pol eta inh -4%, GRP78 ERSR act -3%, APEX1 inh -4%, BLM helicase inh 2%, Pol kappa inh -13% and POLI inh 138%[activator].
For NCCCCNS(=O)(=O)c1ccc2c(Cl)cccc2c1 the results were GRP78 ERSR act -4%, APEX1 inh 19%, BLM helicase inh 10% and Pol kappa inh -9%[19.4 µM].
For CCCCNC(=O)Nc1ccnn1C1CCCCC1 the results were Pol beta inh -9%, LDHA inh -4, Anesthetic bind -11%, Pol eta inh -13%, GRP78 ERSR act -2%, APEX1 inh 12%, BLM helicase inh 1%, Pol kappa inh -4% and POLI inh -7%.
COc1ccc(CNCc2ccc(C)cc2)c(OC)c1 was read as Pol beta inh 0%, LDHA inh -10, Anesthetic bind -6%, Pol eta inh -22%, GRP78 ERSR act -5%, APEX1 inh 20%, BLM helicase inh 3%, Pol kappa inh -11% and POLI inh 177%[activator].
Screening c1ccc(CSc2nnc(-c3ccccn3)n2-c2ccccc2)cc1 returned Pol beta inh -23%, LDHA inh -5, Anesthetic bind -16%, Pol eta inh 2%, GRP78 ERSR act -5%, APEX1 inh -2%, BLM helicase inh -3%, Pol kappa inh -4% and POLI inh 13%.
Screening COc1ccc(C(=O)N/C(=C\c2ccccc2)C(=O)Nc2ccc(C(=O)NCC(=O)O)cc2)cc1 returned Pol beta inh -18%, LDHA inh -8, Anesthetic bind -8%, Pol eta inh -4%, GRP78 ERSR act -2%, APEX1 inh 35%, BLM helicase inh -9%, Pol kappa inh -5% and POLI inh inconclusive.
For CC(=O)N1CCc2cc(S(=O)(=O)CCC(=O)N3CCN(c4cccc(C)c4C)CC3)ccc21 the results were Pol beta inh 9%, LDHA inh -4, Anesthetic bind -14%, Pol eta inh -12%, GRP78 ERSR act -3%, BLM helicase inh -4%, Pol kappa inh 3% and POLI inh 37%[activator].

These rows are one share of the data; rates above refer to the full screens.
